# Compound activity deposited in PubChem by NMMLSC.
# Myeloid diff MLP: myeloid differentiation induction; ER-HoxA9 myeloid progenitors, lysozyme-GFP differentiation, flow cytometry; calls only at 10 µM; 1% of 360,000 active; AID 624256;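 active means normalized GFP-positive differentiation at or above the plate's own cutoff, the solvent-only control mean plus 3 SD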;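 further: cells exposed to compound for four days before flow analysis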
# Myeloid diff MLP GFP+ MAC1+ %: also measured in Myeloid diff MLP; calls as there; GFP+ MAC1+ double positive, %; measured here: differentiation confirmed by MAC1 staining
# Numbers without * were called inactive; i = inactive.
SMILES,Myeloid diff MLP,Myeloid diff MLP GFP+ MAC1+ %
CC1CCN(S(=O)(=O)c2ccc(C(=O)NC3CCS(=O)(=O)C3)cc2)CC1 (configuration not stated),i,0.4
Cc1ccc2nc(SCC(=O)Nc3ccc(Br)cc3)nc(=O)n2c1,i,0.7
CC(=O)N1CCN(S(=O)(=O)c2cccc(C(=O)Nc3ccccc3N3CCCC3)c2)CC1,i,0.7
Cc1ccccc1-c1cc2nc(C)c(Cl)c(=O)n2[nH]1,i,0.4
Cc1ccc(CN2C(=O)CSCC2(C)C(=O)NCc2ccccc2)cc1 (configuration not stated),i,2.6
O=C1C=CN(Cc2ccccc2)C(c2ccccc2)C1 (configuration not stated),i,0.6
O=C(NCc1cccc(C(F)(F)F)c1)C1C(=O)Nc2ccccc2C(=O)N1C1CCCC1 (configuration not stated),i,2.7
CCCCOCCCNC(=O)C[C@@H]1C[C@@]2(C(=O)OCC)CCC=C2N(Cc2ccc(Cl)cc2Cl)C1=O,i,0.7
CCCCNC(=O)C1(C)CCN1C(=O)c1oc2ccccc2c1C (configuration not stated),i,0.8
C#CCOCCOCCOCCNc1nc(N2CCN(C(=O)Cn3cc(CCCN=C(N)N)nn3)CC2)nc(N2CCN(C(=O)[C@H]([C@@H](C)CC)n3cc(CCCCN)nn3)CC2)n1,i,0.7
Cc1cccc(C)c1N1C(=O)c2ccccc2NC(=O)C1C(=O)NCCOc1ccccc1 (configuration not stated),i,0.9
CN1CCN(c2ccc(S(=O)(=O)N3CCCCC3)cc2NC(=O)COc2ccc(F)cc2)CC1,i,1.7
CC(C)CNc1ncnc2[nH]ncc12,i,0.9
COc1ccc(N2CCN(C(=O)COC(=O)c3nc(Cl)ccc3Cl)CC2)cc1,i,0.5
Cc1cc(NC(=O)C(C)SCC(=O)Nc2cc(C(F)(F)F)ccc2N2CCOCC2)no1 (configuration not stated),i,0.8
CCOc1ccccc1C(=O)N[C@H](C(=O)NNC(=O)c1cccs1)C(C)C,i,0.1
CC(C)(CNC(=O)c1cccc(S(=O)(=O)NCc2ccccc2)c1)N1CCOCC1,i,0.4
CC1CCCN(C(=O)COC(=O)c2ccc(=O)n(Cc3ccccc3)n2)C1 (configuration not stated),i,0.4
Cc1nc(NC(=O)COC(=O)C2CC3CCCC(C2)C3=O)c(Cl)cc1Cl (configuration not stated),i,1.0
O=C1NC[C@@H](CCCCN2C[C@H](Cc3ccccc3)N(CC3CCCCC3)C(=O)C2=O)N(CCc2ccccc2)C1=O,i,0.5

# Whole records, quoted from the list:
# CC1CCN(S(=O)(=O)c2ccc(C(=O)NC3CCS(=O)(=O)C3)cc2)CC1 (configuration not stated) is listed as Myeloid diff MLP: i; Myeloid diff MLP GFP+ MAC1+ %: 0.4
# CC(C)CNc1ncnc2[nH]ncc12 is listed as Myeloid diff MLP: i; Myeloid diff MLP GFP+ MAC1+ %: 0.9

# Continuation:
SMILES,Myeloid diff MLP,Myeloid diff MLP GFP+ MAC1+ %
O=S(=O)(Nc1cccc(-c2ccc3nncn3n2)c1)c1cccc(F)c1,i,0.2
CCc1nc2c(OCc3cc(Cl)cc(Cl)c3)cccn2c1N(C)C(=O)c1cccc(OC)c1,i,0.9
Cc1ccc(NC(=O)c2ncn(CC(=O)NCC(C)c3ccccc3)n2)cc1C (configuration not stated),i,0.7
O=C(/C=C/c1ccccc1[N+](=O)[O-])Nc1cc(S(=O)(=O)N2CCOCC2)ccc1N1CCOCC1,i,0.8
COCCN(C(=O)COC(=O)C(c1ccccc1)c1ccccc1)c1c(N)n(Cc2ccccc2)c(=O)[nH]c1=O,i,0.5
COCOc1cccc(CN2CCC(C)(Oc3ccc(SC)cc3)C2)c1 (configuration not stated),i,0.7
CCCCCCCCN1C(=O)[C@H](CC(=O)N2CCCC2)C[C@@]2(C(=O)OC)CC(C)(C)CC=C12,i,4.5
C=C[C@@H]1c2cc(C)ccc2N(S(=O)(=O)c2ccc(C)cc2)[C@H](c2ccccc2)C1(C#N)S(=O)(=O)c1ccccc1 (some centres not stated),i,1.5
CN1OC[C@@H]2CN(Cc3ccccc3)[C@H](c3cccc(Oc4ccccc4)c3)C[C@@H]21,i,0.3
O=C(CSC1=NS(=O)(=O)c2cc(Cl)ccc2N1)c1ccc(Cl)cc1,i,0.9
Cc1cccc(NS(=O)(=O)c2cc3c4c(c2)CCN4C(=O)CC3)c1C,i,0.8
OC(c1ccccc1)(c1nc(/C=C/c2ccccc2)cs1)C(F)(F)F (configuration not stated),i,0.3
COc1ccc(CNC(=O)COC(=O)c2sccc2C)cc1OC,i,1.0
CCc1nc2ccc(C(=O)Nc3cc(-c4ccccc4)ccc3OC)cn2c1N(C)CCCc1ccccc1,i,1.0
O=C(NCc1ccccn1)C1(C(F)(F)F)C/C(=C\CCO)CCCO1 (configuration not stated),i,6.2
NC(=O)c1ccsc1NC(=O)COC(=O)/C=C/c1ccccc1[N+](=O)[O-],i,2.2
C#CCN(C[C@H]1[C@H](OC(=O)NCC2CCCCC2)[C@H](OC(=O)NCC2CCCCC2)C[C@H]2C(=O)N(c3ccccc3)C(=O)[C@@H]12)S(=O)(=O)c1ccc(C)cc1,i,0.6
CC(NCC(=O)Nc1cc(S(=O)(=O)N2CCOCC2)ccc1N1CCOCC1)c1ccco1 (configuration not stated),i,0.6
O=C1OC(COCC#Cc2ccccc2)CN1c1ccccc1 (configuration not stated),i,0.3
COc1ccc(NC(=O)c2cc(-c3sc(NC(=O)c4ccccc4)nc3C)n(Cc3ccccc3)n2)cc1,i,5.4
CC1(c2ccc3ccccc3c2)NC(=O)N(CC(=O)Nc2ncccc2O)C1=O (configuration not stated),i,1.0
Cc1ccsc1C(=O)OCC(=O)c1cc(C)n(C)c1C,i,0.5
O=C(Nc1ccccc1)c1ccc(F)cc1F,i,3.6
C#CC(=O)CCC1CCCN1C(=O)OC(C)(C)C (configuration not stated),i,0.4
N#Cc1ccc(-c2nc3c4ccccc4ccn3c2CC2CCCCC2)cc1,i,2.0
CCN(CC(=O)Nc1ccc(NC(C)=O)cc1)C(=O)Cc1ccc(S(=O)(=O)N2CCOCC2)s1,i,0.8
CCCCNc1c(-c2ccccn2)nc2nc(C)cc(C)n12,i,2.2
COc1cccc(-c2sc3ccc(OC)cc3c2-c2ccc(O)cc2)c1,i,0.5
O=C(CN1C(=O)NC(CCc2ccccc2)C1=O)Nc1cccc(Br)c1 (configuration not stated),i,1.9
CC(C)C[C@@]12C(=O)N(c3cccc(Cl)c3)C(=O)N1[C@H](c1ccc(F)cc1)[C@@H]1C(=O)N(C3CCCCC3)C(=O)[C@@H]12,i,0.9
COc1ccc(OC)c(-c2cc(C(=O)N/N=C/c3ccc(F)cc3)c3ccccc3n2)c1,i,0.2
CN(C1(C)CCS(=O)(=O)C1)S(=O)(=O)c1ccc2ccccc2c1 (configuration not stated),i,0.7
CC(C)C[C@H]1CN([C@@H](Cc2ccc(O)cc2)CN2CCC[C@H]2CN2C(=O)C(=O)NC[C@@H]2Cc2ccccc2)C(=O)C(=O)N1CC1CCCCCC1,i,0.5
CCCCOc1ccc(N2C(=O)C(C)CNC2=S)cc1 (configuration not stated),i,1.3
O=C(NCCN1CCC(n2c(=O)[nH]c3ccccc32)CC1)c1c(F)cccc1F,i,0.2
O=C(O)C(=Cc1ccccc1Cl)c1ccccc1,i,1.3

# Entries from the list above that contain a halogen (19):
SMILES,Myeloid diff MLP,Myeloid diff MLP GFP+ MAC1+ %
Cc1ccc2nc(SCC(=O)Nc3ccc(Br)cc3)nc(=O)n2c1,i,0.7
Cc1ccccc1-c1cc2nc(C)c(Cl)c(=O)n2[nH]1,i,0.4
O=C(NCc1cccc(C(F)(F)F)c1)C1C(=O)Nc2ccccc2C(=O)N1C1CCCC1 (configuration not stated),i,2.7
CCCCOCCCNC(=O)C[C@@H]1C[C@@]2(C(=O)OCC)CCC=C2N(Cc2ccc(Cl)cc2Cl)C1=O,i,0.7
CN1CCN(c2ccc(S(=O)(=O)N3CCCCC3)cc2NC(=O)COc2ccc(F)cc2)CC1,i,1.7
COc1ccc(N2CCN(C(=O)COC(=O)c3nc(Cl)ccc3Cl)CC2)cc1,i,0.5
Cc1cc(NC(=O)C(C)SCC(=O)Nc2cc(C(F)(F)F)ccc2N2CCOCC2)no1 (configuration not stated),i,0.8
Cc1nc(NC(=O)COC(=O)C2CC3CCCC(C2)C3=O)c(Cl)cc1Cl (configuration not stated),i,1.0
O=S(=O)(Nc1cccc(-c2ccc3nncn3n2)c1)c1cccc(F)c1,i,0.2
CCc1nc2c(OCc3cc(Cl)cc(Cl)c3)cccn2c1N(C)C(=O)c1cccc(OC)c1,i,0.9
O=C(CSC1=NS(=O)(=O)c2cc(Cl)ccc2N1)c1ccc(Cl)cc1,i,0.9
OC(c1ccccc1)(c1nc(/C=C/c2ccccc2)cs1)C(F)(F)F (configuration not stated),i,0.3
O=C(NCc1ccccn1)C1(C(F)(F)F)C/C(=C\CCO)CCCO1 (configuration not stated),i,6.2
O=C(Nc1ccccc1)c1ccc(F)cc1F,i,3.6
O=C(CN1C(=O)NC(CCc2ccccc2)C1=O)Nc1cccc(Br)c1 (configuration not stated),i,1.9
CC(C)C[C@@]12C(=O)N(c3cccc(Cl)c3)C(=O)N1[C@H](c1ccc(F)cc1)[C@@H]1C(=O)N(C3CCCCC3)C(=O)[C@@H]12,i,0.9
COc1ccc(OC)c(-c2cc(C(=O)N/N=C/c3ccc(F)cc3)c3ccccc3n2)c1,i,0.2
O=C(NCCN1CCC(n2c(=O)[nH]c3ccccc32)CC1)c1c(F)cccc1F,i,0.2
O=C(O)C(=Cc1ccccc1Cl)c1ccccc1,i,1.3

# Only part of the results is shown; rates above refer to the full screens.
